D2 agonist: D2 dopamine receptor (human) agonism. P14416. HEK293 T-REx D2 cells, calcium flux agonist mode. activation, % at 2 µM. actives 0.53% (n = 340,000). AID 485358;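 active = activation over 3 SD above normal in the single-dose calcium agonist read, cut at about 30% in these data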; note: 0% is about no effect
Target sequence (P14416 whole entry, looked up): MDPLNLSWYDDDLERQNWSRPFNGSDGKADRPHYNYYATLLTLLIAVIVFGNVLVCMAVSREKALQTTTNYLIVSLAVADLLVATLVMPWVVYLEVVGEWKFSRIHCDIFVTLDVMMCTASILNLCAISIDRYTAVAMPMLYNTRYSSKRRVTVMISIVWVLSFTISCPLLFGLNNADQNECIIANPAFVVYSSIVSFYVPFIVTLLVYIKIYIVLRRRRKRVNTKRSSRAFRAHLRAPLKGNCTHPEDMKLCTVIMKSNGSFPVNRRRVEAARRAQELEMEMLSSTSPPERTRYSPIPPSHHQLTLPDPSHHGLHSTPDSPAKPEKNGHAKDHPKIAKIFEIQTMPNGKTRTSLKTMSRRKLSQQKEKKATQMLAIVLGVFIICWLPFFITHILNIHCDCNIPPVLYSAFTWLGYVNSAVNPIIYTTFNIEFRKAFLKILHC
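In this primary screen, compounds producing a positive calcium signal within 180 s of addition to tetracycline-induced, force-coupled HEK293 Trex D2 cells are flagged; cells are dye-loaded with a no-wash calcium kit beforehand.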
D2 antag: antagonizes the human D2 dopamine receptor; P14416; AID 485344; actives 2% (n = 340,000); inhibition, % at 10 µM; HEK293 TREx D2 cells, calcium flux, dopamine EC80; in the data active = inhibition above about 30%; note: 0% is about no effect
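Compounds are added to dye-loaded, induced HEK293 T-REx cells coupled to calcium release via D2; after a 3 min kinetic read an EC80 dopamine stimulus is given and fluorescence is recorded for 3 more min.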
D1 PAM: enhances dopamine response at the human D1 receptor | P21728 | HEK293 TREx D1 cells, calcium flux, dopamine EC20 potentiation | potentiation, % at 10 µM | actives 0.036% (n = 360,000) | AID 504651; in the data active = potentiation above about 30%; note: 0% is about no effect
Target sequence (P21728 whole entry, looked up): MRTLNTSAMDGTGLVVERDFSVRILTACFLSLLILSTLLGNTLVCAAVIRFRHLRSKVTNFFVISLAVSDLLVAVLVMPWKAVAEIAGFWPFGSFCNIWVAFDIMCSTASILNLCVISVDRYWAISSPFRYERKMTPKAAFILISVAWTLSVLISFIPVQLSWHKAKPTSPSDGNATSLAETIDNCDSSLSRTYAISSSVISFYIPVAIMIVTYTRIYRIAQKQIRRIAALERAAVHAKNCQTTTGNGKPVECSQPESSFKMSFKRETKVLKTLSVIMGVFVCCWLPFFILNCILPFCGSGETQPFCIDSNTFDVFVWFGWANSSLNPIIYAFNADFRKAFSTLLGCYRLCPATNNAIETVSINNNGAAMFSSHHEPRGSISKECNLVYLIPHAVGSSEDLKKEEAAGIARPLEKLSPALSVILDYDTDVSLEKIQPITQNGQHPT
TRHR enhancer: allosterically enhances the human TRH receptor | TRHR cells, fluo-8 calcium fluorescence, EC20 TRH enhancement | actives 0.66% (n = 360,000) | P34981 | enhancement, % at 2 µM; in the data active = enhancement above about 30%; note: 0% is about no effect
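Enhancer read-out: after compound pinning and an initial kinetic agonist-mode read, an EC20 of TRH (10 nM final) was injected and fluo-8 calcium signal (Ex 480/Em 530) followed at 1 s/cycle for 100 cycles in TRHR-expressing cells.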
RXFP1 antag: RXFP1 (human) relaxin receptor antagonism; actives 0.59% (n = 350,000); activity change, negative = inhibition, % at 57.5 µM; Q9HBX9; HEK293-RXFP1, relaxin-stimulated cAMP HTRF, 30 min; hits give low values; AID 1259400;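 active = activity change of -60% or lower, but not beyond a set lower limit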; note: % is set by controls: 0 for no effect and ±100 for the full control effect
D1 antag: antagonists of human D1 dopamine receptor. P21728. HEK293 TREx D1 cells, calcium flux, dopamine EC80; hits give low values. activity change, negative = inhibition, % at 10 µM. actives 3.2% (n = 360,000). AID 504652; in the data active = activity change below about -30%; note: % is set by controls: 0 for no effect and ±100 for the full control effect
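Calcium flux readout: force-coupled, inducible Hek293 Trex D1 line, cells induced overnight at 30 C with tetracycline, dye-loaded 30–90 min at RT. Antagonism scored against EC80 dopamine challenge given 180 s after compound.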
D1 ag: activates the human D1 dopamine receptor; HEK293 T-REx D1 cells, calcium flux, agonist mode; AID 504660; activation, % at 2 µM; actives 1% (n = 360,000); note: 0% is about no effect
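Tetracycline-induced HEK293 TREx D1 cells, force-coupled to calcium signalling, were dye-loaded with a no-wash calcium kit. Compound was pin-added after a 10 s baseline. Fluorescence was read kinetically at 1 cycle/s for 180 s, with calcium rises flagged as agonism.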
D2 potentiator: positive allosteric modulators of human D2 dopamine receptor | potentiation, % at 10 µM | actives 0.34% (n = 340,000) | HEK293 T-REx D2, calcium flux, EC20 dopamine potentiation;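 active = potentiation over 3 SD above the plate norm, cut at about 30% in these data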; note: 0% is about no effect
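Using a no-wash calcium dye in inducible, force-coupled HEK293 Trex cells expressing D2, we tracked fluorescence each second for 180 s after compound, then for 180 s after EC20 dopamine to detect augmented signalling.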
TRHR ag: agonists of human TRH receptor; TRHR cells, calcium flux fluo-8, FDSS agonist mode; activation, % at 2 µM; actives 0.18% (n = 360,000); AID 493084; note: 0% is about no effect
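Read-out: compound-evoked intracellular calcium rise in TRHR cells, fluo-8 dye, kinetic FDSS fluorescence at 1 s/cycle following a 10-cycle baseline. Cells cultured overnight before dye loading (30 min–1.5 h, RT).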
Active calls of the source: *; . = no result given. Cut-off read from the data, not from the text of the source, unless noted: active = activation above about 30%; inactive = the rest.

SMILES	D2 agonist	D2 antag	D1 PAM	TRHR enhancer	RXFP1 antag	D1 antag	D1 ag	D2 potentiator	TRHR ag
O=C(COc1ccccc1)N1CCN(C(=O)c2cccc(F)c2)CC1	0.4	0.6	9.1	1.5	-0.5	3.8	0.7	23.2	0.7
CSc1cccc(NC(=O)CN2C(=O)CCc3cc(S(=O)(=O)N4CCCCC4)ccc32)c1	1.5	.	1.1	-0.2	.	-0.8	2.5	-2.0	0.7
COc1ccc(S(=O)(=O)n2nc(C)c(S(=O)(=O)N3CCCCC3)c2C)cc1	0.0	.	-0.3	3.4	.	9.8	1.3	8.3	0.2
CC12CC(NC(=O)N1c1cccc(C(=O)N3CCCCC3)c1)c1ccccc1O2 (configuration not stated)	0.4	-4.2	-2.1	0.3	-7.9	-18.0	4.8	-0.1	0.6
CCc1ccccc1NC(=O)NC(CC)Cn1nnc2ccccc2c1=O (configuration not stated)	-0.6	.	-0.8	-20.2	-7.3	2.5	0.5	0.3	0.3
Cc1nc(N2CCCC2)ncc1C(=O)NCc1cccc(Cl)c1	-1.1	.	2.2	-0.7	-4.5	-2.1	-0.2	2.4	0.3
O=[N+]([O-])c1ccc(OCC(O)CNC2CCCC2)cc1 (configuration not stated)	1.0	27.0	0.4	8.9	-8.2	3.2	2.7	-3.1	-0.1
CCOC(=O)c1cc(CC)sc1NC(=O)c1ccc(N2CCOCC2)c([N+](=O)[O-])c1	.	.	-3.0	-3.3	5.5	-5.5	0.2	.	0.3
CCCCNC(=O)CCc1nc2cccnc2n1Cc1ccccc1	-0.5	4.7	-0.8	-13.0	-2.0	-5.0	0.7	-0.8	-0.6
O=C(NCC(c1ccco1)N1CCCC1)c1cccc(NS(=O)(=O)c2ccccc2)c1 (configuration not stated)	-1.0	1.7	-5.2	10.6	-10.3	-5.3	-1.2	-7.3	-0.4
COc1cc(C(=O)OCc2csc(CC(=O)Nc3ccccc3C)n2)ccc1OCC(C)C	0.2	3.6	10.8	7.4	0.3	5.8	6.9	11.0	-0.5
Cc1cc(C)n(CC(C)NC(=O)c2cc(COc3ccc(F)c(F)c3)on2)n1 (configuration not stated)	.	.	-0.2	-4.0	4.3	-4.8	6.0	.	1.4
COc1ccc(CCNCc2ccc(OCc3ccccc3)cc2)cc1	0.2	0.5	2.6	6.5	-23.0	19.1	61.4*	-9.4	0.8
COc1ccc(Cl)cc1NC(=O)CN(C)C(=O)c1ccc(COc2ccccc2)cc1	1.6	-3.5	1.4	2.7	-3.0	0.9	6.5	-7.3	0.4
CC(Sc1nnc(C2CC2)n1C)C(=O)Nc1ccc2c(c1)CCC2 (configuration not stated)	-0.1	-39.1	-8.3	-7.2	8.7	18.1	0.8	-3.4	0.4
Cc1cccc(NC(=O)Cn2c(=O)oc3cc(S(=O)(=O)N4CCCCCC4)ccc32)c1	-0.2	.	-1.7	-9.0	-4.0	-22.2	9.9	9.5	0.2
CCOc1ccccc1NC(=O)c1cccc2c1C(=O)N(CCOC)C2	.	.	.	8.0	-2.5	-0.4	0.1	.	0.2
C=CCNC(=O)Nc1ccc(F)c(Cl)c1	0.1	-6.4	-1.3	2.8	-0.4	-0.7	3.3	1.4	0.6
NC(=O)c1cc([N+](=O)[O-])c(Cl)cc1NCc1cccnc1	0.9	-5.8	5.0	0.4	.	-6.5	3.6	-0.1	-0.3
Clc1ccc(Oc2nc(N3CCOCC3)nc(N3CCOCC3)n2)cc1	0.9	-5.6	-7.5	5.6	-20.4	4.6	1.6	-0.8	1.8

Given in CSV form: entries from further up
mol,D2 agonist,D2 antag,D1 PAM,TRHR enhancer,RXFP1 antag,D1 antag,D1 ag,D2 potentiator,TRHR ag
COc1ccc(Cl)cc1NC(=O)CN(C)C(=O)c1ccc(COc2ccccc2)cc1,1.6,-3.5,1.4,2.7,-3.0,0.9,6.5,-7.3,0.4
Cc1cccc(NC(=O)Cn2c(=O)oc3cc(S(=O)(=O)N4CCCCCC4)ccc32)c1,-0.2,.,-1.7,-9.0,-4.0,-22.2,9.9,9.5,0.2

Carrying on:
SMILES	D2 agonist	D2 antag	D1 PAM	TRHR enhancer	RXFP1 antag	D1 antag	D1 ag	D2 potentiator	TRHR ag
CC(C)Oc1ccc(C2CC(=O)N(c3cccc(Br)c3)C2=O)cc1 (configuration not stated)	0.4	0.3	-10.3	2.4	0.7	-18.6	5.7	-4.5	0.5
CCC1CCCCN1C(=O)CCNC(=O)Cn1cnc2ccccc2c1=O (configuration not stated)	0.6	-2.8	-7.8	-7.6	13.2	-4.3	1.6	0.2	0.5
O=C(N/N=C/c1cccc2ccccc12)c1ccc(CN2CCOCC2)cc1	0.7	4.9	-2.6	-3.4	-5.1	35.0	0.9	6.2	0.4
CCCCCn1c(CNC(=O)CC)nc2ccccc21	-0.2	-7.3	-2.5	-1.0	3.7	6.7	0.2	-23.5	-0.2
COc1ccc(C(=O)NCc2nnc(SCC(=O)N3CCCCC3)o2)cc1	0.3	8.4	-4.4	-3.5	-10.3	-12.6	0.3	1.9	-0.7
O=C(COc1ccccc1[N+](=O)[O-])NCc1cccnc1	.	.	-0.2	3.3	9.8	-13.0	1.5	.	1.2
COc1cccc(C(=O)Nc2cccc(C(=O)OCc3cc(=O)n4c(C)csc4n3)c2)c1	-1.6	.	-0.2	2.2	-8.4	13.2	0.1	8.3	-1.0
Cc1noc(C)c1CSCC(=O)Nc1cc(C(F)(F)F)ccc1N1CCCCC1	-0.4	2.0	-0.8	1.5	-34.8	0.7	7.2	-0.9	-0.8
Cc1ccc(OC(=O)COc2ccccc2C)cc1	-0.6	-15.3	-3.6	8.6	13.2	-4.9	2.4	7.0	-1.6
Cc1c(N=C2SCC(=O)N2/N=C/c2ccccc2Cl)c(=O)n(-c2ccccc2)n1C	0.2	-3.6	3.3	7.2	-2.3	-5.2	1.7	-5.9	-0.2
COc1ccc(-c2n[nH]c3c2CN(C(=O)c2ccccc2)CC3)cc1	-0.2	14.3	-4.1	15.2	-19.4	-4.6	1.8	2.3	-0.9
COc1ccccc1OCC(=O)NC1CC(C)(C)NC(C)(C)C1	0.0	8.9	-3.7	1.5	3.1	3.8	1.7	-3.6	0.1
COc1ccc(CCNC(=S)NC2CCN(Cc3ccccc3)CC2)cc1OC	-0.1	31.6*	-1.5	-0.8	12.7	9.1	7.4	-37.2	1.4
Cc1cnc(NC(=O)Nc2ccccc2)c(C)n1	-2.3	-26.6	2.1	2.4	-3.9	0.7	0.2	4.3	1.2
O=C(Nc1ccccc1)Nc1cccc2cccnc12	-3.2	-4.2	-7.0	1.4	8.5	-1.6	2.5	33.8*	-0.6
CCCCOc1ccc(C(=O)NCC(=O)NC2CCCCC2)cc1	-0.9	-5.5	1.2	2.5	6.2	-3.9	0.7	10.8	-0.6
O=C(CCc1nc2ccccc2s1)NCc1ccccc1F	0.6	7.7	-1.1	-4.1	-5.6	-2.4	2.9	.	0.0
CCC(OC(=O)CC1Sc2ccccc2NC1=O)C(=O)NCC1CCCO1 (configuration not stated)	0.1	0.2	6.7	-1.9	-5.1	-9.4	3.2	8.7	0.7
COc1ccc(OC)c(C(C)NC(=O)C(C)Cc2ccccc2)c1 (configuration not stated)	-0.4	-10.3	-2.5	5.7	3.7	-16.2	0.5	6.7	-0.6
CN1CN(C)c2cccc3cccc1c23	-1.1	-6.4	3.0	-0.8	-8.6	-17.9	-0.5	-5.3	-0.3
O=C(NCCCN1CCCC1=O)c1cc(S(=O)(=O)N2CCOCC2)c(Cl)cc1Cl	0.3	-9.6	-1.2	1.7	-18.3	5.6	2.8	9.6	0.4
C[C@@H]1C=C[C@](Cc2ccccc2)(C(=O)NCCc2c[nH]c3ccccc23)N1C(=O)c1ccccc1	-0.2	-12.7	17.8	-5.3	.	38.6	-1.7	6.5	-0.1
COc1ccc(N(CC(=O)N/N=C/c2ccc(OC)c(OC)c2)S(=O)(=O)c2ccccc2)cc1	-0.6	-12.0	-3.1	5.4	-0.3	1.6	0.5	0.4	0.1
Cc1ccc(CNS(=O)(=O)CCNC(=O)c2ccc3c(c2)OCO3)cc1	-0.2	-15.9	2.6	5.4	6.3	17.3	-0.1	11.3	-0.7
COc1ccc(S(=O)(=O)N2CC(O)CC2C(=O)OCC(=O)Nc2ccc(Cl)cn2)cc1 (configuration not stated)	0.0	-22.5	-1.4	-5.3	10.0	-9.4	-0.2	-3.0	0.1
COc1cc(/C=C2/SC(=NCc3ccccc3)N(Cc3ccccc3)C2=O)ccc1O	1.1	2.3	4.5	0.6	-8.7	6.6	4.3	5.8	3.0
CCC(=O)Nc1ccc(NC(=O)c2cccc(OC)c2)nc1	-1.2	-2.2	-0.1	-0.8	13.8	5.0	-1.3	-7.7	0.1
C[C@H](NC(=O)c1ccccc1)C(=O)OCC(=O)c1c[nH]c2ccccc12	-0.9	-14.0	-1.4	9.8	-0.4	-12.3	-0.1	-2.1	-0.3
O=C(CN(C1CCCCC1)S(=O)(=O)c1ccccc1)N1CCCC1	0.7	-9.5	-2.6	5.3	-3.0	7.1	-0.4	-10.0	0.0
CC1CCN(c2ccc(C=O)o2)CC1	0.6	10.9	1.8	-2.7	5.2	2.0	1.7	-5.0	-0.3
Cc1cc(Br)ccc1OCC(=O)NNC(=O)c1ccc(NC(=O)C2CC2)cc1	0.0	-6.4	-0.5	2.5	8.0	1.3	2.2	9.3	0.0
C/C(=N\NC(=O)CNc1cccc(C(F)(F)F)c1)c1cccs1	0.9	-11.0	4.0	3.1	2.7	-1.2	0.8	-0.7	0.9
Cc1ccnn1CCC(=O)N1CCCC(N2CCN(c3cccc(Cl)c3)CC2)C1 (configuration not stated)	2.0	4.2	-3.4	-3.8	6.6	2.8	4.4	1.5	-0.7
COc1ccc(CCNS(=O)(=O)c2ccccc2)cc1OC	-0.1	-16.7	4.5	2.3	-4.0	-2.0	3.1	2.7	0.7
O=C(O)C(Cc1c[nH]c2ccccc12)N1C(=O)C2C3c4ccccc4C(c4ccccc43)C2C1=O (configuration not stated)	0.0	-6.8	-1.5	0.5	-8.7	-7.9	0.5	2.6	0.2
Cc1ccc(S(=O)(=O)N2CCOCC2)cc1C(=O)N1CCCCCC1	-0.3	7.1	-2.4	3.8	-3.7	0.3	2.4	-3.6	-0.6
C/C=C(\C)C(=O)OC(C)(C)[C@H]1Cc2cc3ccc(=O)oc3cc2O1	-0.9	25.8	-6.3	-10.8	-7.2	-24.0	4.0	-4.4	-1.3

Sorted by formula weight (smallest number first): part of the list above
SMILES	D2 agonist	D2 antag	D1 PAM	TRHR enhancer	RXFP1 antag	D1 antag	D1 ag	D2 potentiator	TRHR ag
CC1CCN(c2ccc(C=O)o2)CC1	0.6	10.9	1.8	-2.7	5.2	2.0	1.7	-5.0	-0.3
CCC(=O)Nc1ccc(NC(=O)c2cccc(OC)c2)nc1	-1.2	-2.2	-0.1	-0.8	13.8	5.0	-1.3	-7.7	0.1
C/C=C(\C)C(=O)OC(C)(C)[C@H]1Cc2cc3ccc(=O)oc3cc2O1	-0.9	25.8	-6.3	-10.8	-7.2	-24.0	4.0	-4.4	-1.3
COc1ccc(S(=O)(=O)N2CC(O)CC2C(=O)OCC(=O)Nc2ccc(Cl)cn2)cc1 (configuration not stated)	0.0	-22.5	-1.4	-5.3	10.0	-9.4	-0.2	-3.0	0.1

From PubChem BioAssay

No enrichment for hits; 7.1% or so of the library scored in one or more.
